PTHR1 ag: agonists of human PTHR1 parathyroid hormone receptor | Q03431 | HEK293 GP2 PTHR1 cells, GloSensor cAMP luminescence, 1 h | Potency, µM (titrated, usually from 115 µM), for inactives: at the highest dose activation, usual class: activators | 410,000 compounds, 0.075% hits; also: potency is read from the fitted curve at half-maximal effect; nearly all actives have a fitted effect of over 55% in size; some results filed as inactive show a strong effect at the top dose; inactives centre near -15; many of its hits are not listed in these tables
Target sequence (Q03431 whole entry, looked up): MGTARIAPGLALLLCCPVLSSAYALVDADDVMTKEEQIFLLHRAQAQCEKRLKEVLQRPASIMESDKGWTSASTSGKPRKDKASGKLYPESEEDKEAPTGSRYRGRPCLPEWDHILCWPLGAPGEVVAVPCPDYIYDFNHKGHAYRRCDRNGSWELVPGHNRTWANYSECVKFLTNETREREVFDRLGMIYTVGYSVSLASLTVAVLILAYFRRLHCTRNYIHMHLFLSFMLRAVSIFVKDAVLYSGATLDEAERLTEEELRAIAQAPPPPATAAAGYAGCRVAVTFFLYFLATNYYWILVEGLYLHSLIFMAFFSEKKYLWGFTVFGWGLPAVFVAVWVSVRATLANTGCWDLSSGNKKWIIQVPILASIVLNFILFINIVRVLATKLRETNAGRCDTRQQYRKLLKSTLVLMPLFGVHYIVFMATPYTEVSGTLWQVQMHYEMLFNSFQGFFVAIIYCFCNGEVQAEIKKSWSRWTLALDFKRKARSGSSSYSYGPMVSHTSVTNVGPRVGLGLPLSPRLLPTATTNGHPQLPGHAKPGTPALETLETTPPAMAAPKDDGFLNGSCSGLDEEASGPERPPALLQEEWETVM
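HEK-293-derived GP2 cells expressing PTHR1 and a GloSensor cAMP reporter, 3,000/well, plated overnight, given luciferin plus IBMX (each 0.5 mM as added) for 1 h at 37 °C, then compound for 1 h at 37 °C. Luminescence was read after 15 min at room temperature.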
Abeta yeast res: restores growth of yeast expressing A-beta42 peptide. yeast expressing A-beta42, growth rescue, OD600, 48 h; response scale: 0% DMSO, 100% iron-clioquinol control. Potency, µM (titrated, usually from 46.1 µM), for inactives: top-dose growth rescue, most hits filed as activators. 410,000 compounds, 0.063% hits. AID 1347071; also: potency is read from the fitted curve at half-maximal effect; nearly all actives have a fitted effect of over 55% in size
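Growth rescue measured by 600 nm absorbance after 48 h yeast culture at 30 C with compound. Values normalized between DMSO and an equimolar ferric chloride plus clioquinol control.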
aSyn rescue: alpha-synuclein toxicity inhibition in yeast; AID 652106; 370,000 compounds, 0.14% hits; Potency, µM (highest dose often 46.1 µM), for the others: top-dose growth rescue (activation), hits mostly activators; Yeast expressing alpha-synuclein, growth rescue, BacTiter-Glo, 24 h; also: potency is read from the fitted curve at half-maximal effect; % of control where 0% means no effect; nearly all actives have a fitted effect of over 65% in size
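Galactose-induced alpha-syn yeast (OD600=0.02, raffinose-pregrown) + pinned cpd, 24 hr, 30 deg C; growth by BacTiter-Glo luminescence. Growth restoration scores as activation.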
pAkt inh: Akt phosphorylation inhibition; activity change, % for hits at 50 µM; AID 651550; 360,000 compounds, 0.32% hits; Neuro2A IGF-stimulated pAkt S473 HTRF, 20 min; active compounds read low; in the data active = activity change below about -80%; inconclusive = mostly about -51% to -80%; also: % is scaled to controls: 0 for no effect and ±100 for the full control effect
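Neuro2A cells (4,500/well, DMEM with 0.5% FBS) were treated with compound at a single 50 µM final concentration, stimulated with 6 nM IGF for 20 min at 37 °C, and lysed. Phospho-Akt Ser473 was read by HTRF as 665/615 ratio ×10^4.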
TDP43 rescue: rescues yeast growth from TDP-43 toxicity. Potency, µM (doses to about 46.1 µM), inactives show top-dose growth rescue (activation), hits mostly activators. TDP-43 expressing yeast growth rescue, BacTiter-Glo, 24 h. 410,000 compounds, 1.8% hits; also: potency is read from the fitted curve at half-maximal effect; % of control where 0% means no effect; nearly all actives have a fitted effect of over 50% in size
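Cell-based yeast growth screen: TDP-43 expression induced in galactose, inoculum OD600=0.02 after raffinose pregrowth to mid-log. Read-out BacTiter-Glo luminescence at 24 hr, 30 deg C; inhibition of toxicity seen as signal increase.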
GLP-1R agonist: activates the human GLP-1 receptor; P43220; HEK293 GLP-1R CRE-luciferase, luminescence, 4-6 h; cells express a hypersensitive GLP-1R form; Potency, µM (doses to about 45.6 µM), without a hit: top-dose activation, usual class: activators; 380,000 compounds, 0.007% hits; also: potency is read from the fitted curve at half-maximal effect; % of control where 0% means no effect
Target sequence (P43220 whole entry, looked up): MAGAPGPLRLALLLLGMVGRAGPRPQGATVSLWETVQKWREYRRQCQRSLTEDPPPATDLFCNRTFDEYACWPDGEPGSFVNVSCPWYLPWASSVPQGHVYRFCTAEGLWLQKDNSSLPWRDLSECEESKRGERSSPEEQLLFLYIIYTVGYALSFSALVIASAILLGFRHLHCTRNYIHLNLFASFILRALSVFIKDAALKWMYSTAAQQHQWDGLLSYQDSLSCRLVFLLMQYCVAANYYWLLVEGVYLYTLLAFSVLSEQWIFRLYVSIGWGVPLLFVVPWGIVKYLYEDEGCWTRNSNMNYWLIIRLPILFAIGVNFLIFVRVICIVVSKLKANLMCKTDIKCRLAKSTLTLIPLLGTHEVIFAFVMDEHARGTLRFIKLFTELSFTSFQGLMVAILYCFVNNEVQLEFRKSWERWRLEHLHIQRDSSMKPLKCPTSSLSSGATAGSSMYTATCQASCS
GLP-1R inv ag: GLP-1 receptor (human) inverse agonism | P43220 | HEK293 GLP-1R CRE-luciferase, luminescence, 24 h; GLP-1R form is constitutively active | 410,000 compounds, 1.6% hits | Potency, µM (titrated, usually from 38.3 µM), for the others: at the top dose activity change, negative = inhibition, usual class: inhibitors; also: potency is read from the fitted curve at half-maximal effect; % is scaled to controls: 0 for no effect and ±100 for the full control effect; nearly all actives have a fitted effect of over 55% in size
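HEK293 cells stably co-expressing constitutively active GLP-1R and a cAMP-responsive luciferase reporter were seeded in DMEM with 10% Nu serum, given compounds after 12 h, and incubated 24 h at 37 deg C. Luminescence was then read.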
FUS suppressor: rescues growth of FUS-expressing yeast; 390,000 compounds, 0.24% hits; S. cerevisiae FUS-expressing, growth rescue, OD600, 24 h; AID 1347120; Potency, µM (top dose mostly 76.6 µM), for inactives: at the top dose growth rescue (activation), hits mostly activators;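 also: potency is read from the fitted curve at half-maximal effect; plate controls were DMSO vehicle for no effect and reference control for full effect; nearly all actives have a fitted effect of over 55% in size; some results filed as inactive show a strong effect at the top dose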
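Galactose (2%) drives FUS expression in yeast precultured in raffinose; seeding density OD 0.005. Test compounds incubated 24hr at 30C and 99% humidity before absorbance at 600 nm was measured.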
DRD3 antagonist: antagonists of human D3 dopamine receptor; D3R cells, DiscoveRx beta-arrestin luminescence, antagonist mode; active compounds read low; max response, negative = inhibition, %; 360,000 compounds, 2.5% hits; in the data active = max response below about -50%; inconclusive = no clear call, values can overlap the other calls; also: % is scaled to controls: 0 for no effect and ±100 for the full control effect; mostly tested at two doses, the higher about 12 µM
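Cells expressing the human receptor were seeded at 1500 cells/well, incubated overnight at 37 degrees C in 5% CO2, then exposed to library compounds with dopamine controls for 90 minutes at 37 degrees C before luminescent detection.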
* = called active by the depositor; i = inactive; ? = inconclusive; . = no result given; [ ] = another dose, or the depositor's remark. Unless noted, calls follow the shape of the dose curve; as a rule, active = well fitted curve in the direction sought with a large enough effect; inconclusive = small, poorly fitted or top-dose-only effect, or another doubt; inactive = no such curve, though single readings can be large; an effect the other way counts as inactive or inconclusive.

SMILES	PTHR1 ag	Abeta yeast res	aSyn rescue	pAkt inh	TDP43 rescue	GLP-1R agonist	GLP-1R inv ag	FUS suppressor	DRD3 antagonist
COc1ccc(-c2ccc(C(=O)Nc3ccccc3)c3occc23)c(C)c1	-95.0%[inhibitor]	3.5%	-12.2%	i	0.0%	8.9%	?	24.3%	12.6
O=C(NC1CCSc2ccccc21)c1cccc(Br)c1 (stereo not given)	i	-16.0%	-1.2%	i	27.9%	-2.3%	7.3%	19.9%	-4.2
CC(=O)c1c(C)[nH]c(C(=O)NNC(=O)COc2cc(C)ccc2C(C)C)c1C	-15.9%	2.2%	-5.5%[1.84 µM]	i	6.6%	12.5%	-26.3%	?	0.9
CCOC(=O)C[C@H]1c2cc(F)ccc2S(=O)(=O)N1C(C)C	-22.6%	-9.0%	-4.4%	i	11.2%	-1.8%	-4.0%	-17.0%	-5.3
O=c1c2ccccc2n2nnnc2n1-c1ccccc1	i	22.6%	5.1%	i	9.8%	3.4%	23.8%	-8.9%	0.0
O=C(NCc1nc2ccccc2[nH]1)C1=C[C@@H](c2csc3ccccc23)C[C@@H](OCc2ccc(CO)cc2)O1	i	7.6%	7.6%	i	11.3%	3.0%	?	34.7%	21.6
CN(C)CCN1C(=O)c2ccccc2C1=O	-16.8%	3.0%	3.4%	i	0.0%	-4.9%	4.9%	-32.4%	-5.2
CCCCNC(=O)C(NS(=O)(=O)c1cccc2nsnc12)c1ccccc1 (stereo not given)	i	11.8%	5.8%	i	6.6%	-3.6%	-13.5%	7.5%	-7.9
CCCS(=O)(=O)NC(=O)C1(C)CCN(C(=O)c2snnc2C)C1 (stereo not given)	-13.6%	-16.7%	-1.2%	i	1.2%	-4.8%	16.6%	-16.3%	-5.6
O=C(O)COc1ccc(NC(=O)c2cccs2)cc1	-10.4%	-2.1%	-1.5%	i	10.5%	-8.2%	4.2%	.	-21.3
Cc1cc(=O)oc2cc(OCC(=O)NCc3ccccn3)ccc12	-8.5%	1.2%	1.6%	i	-18.7%	2.4%	-0.6%	.	0.0
Cc1nn(C(C)(C)C)c(NC(=O)c2ccc(Cl)cc2)c1Br	i	11.7%	0.1%	i	-16.1%	0.4%	-15.2%	6.5%	-9.9
Cn1c(CN2CCCCC2)nc2cc(NS(=O)(=O)c3ccc(F)cc3)ccc21	i	-6.9%	-5.1%	i	-21.6%	14.8%	?	15.4%	-73.3*
Cc1ccc(NC(=O)COC(=O)c2cc(Cl)cc(Cl)c2)c(Br)c1	i	26.6%	-0.7%	i	11.3%	0.4%	0.2%	.	0.0
CCOC(=O)N1CCC(=NNc2ccc(S(=O)(=O)N3CCOCC3)cc2[N+](=O)[O-])CC1	i	-1.4%	-0.4%	i	26.0%	-1.4%	33.6%	.	0.0
C/C(=N\NC(N)=S)c1ccc(Cl)s1	i	2.9%	-0.5%	i	?	10.7%	3.16µM*	-0.6%	-29.5
CCN(CC)S(=O)(=O)c1ccc2c(c1)c(=O)c(C(=O)N1CCN(c3cccc(C)c3)C(C)C1)cn2C (stereo not given)	-14.5%	-2.7%	.	.	-9.1%	-2.7%	-1.9%	?	.
CCOc1ccc(NC(=O)NCc2cccnc2)cc1	-22.1%	-5.5%	-0.7%	i	4.2%	1.3%	5.9%	1.8%	-12.1
COc1ccccc1S(=O)(=O)CC(O)COc1ccc(F)cc1Cl (stereo not given)	i	-7.6%	9.4%	i	1.4%	5.8%	-9.8%	10.3%	-19.4
O=C(NC1CCCCC1)C(c1ccc(F)cc1)N(C(=O)c1cccs1)c1ccc2c(c1)OCO2 (stereo not given)	-12.0%	1.8%	1.4%	i	-26.2%	-5.7%	4.2%	6.0%	9.7
COc1ccc(N(CC(=O)Nc2cccnc2)S(=O)(=O)c2ccccc2)cc1OC	i	3.5%	5.4%	i	-8.9%	3.4%	17.6%	12.7%	2.5
CCOC(=O)c1c(NC(=O)CN(CC)CC)sc2c1CCN(C(=O)OCC)C2	i	-2.6%	0.9%	i	-12.1%	-0.3%	?	19.2%	15.0
NNC(=O)c1oc2nc(-c3ccco3)cc(-c3ccco3)c2c1N	i	-9.8%	-1.5%	i	7.7%	1.6%	45.3%[activator]	24.7%	19.4
COc1cccc(NC(=O)N2CCN3CCCCC3C2)c1 (stereo not given)	-23.7%	-11.9%	.	.	0.8%	.	-25.0%	-7.0%	.
COc1ccccc1CNC(=O)c1cc2ccccc2oc1=O	-33.4%[inhibitor]	-7.1%	-5.8%	i	6.1%	1.6%	9.3%	-17.0%	1.9

Next section; the last three above are carried over.
SMILES	PTHR1 ag	Abeta yeast res	aSyn rescue	pAkt inh	TDP43 rescue	GLP-1R agonist	GLP-1R inv ag	FUS suppressor	DRD3 antagonist
NNC(=O)c1oc2nc(-c3ccco3)cc(-c3ccco3)c2c1N	i	-9.8%	-1.5%	i	7.7%	1.6%	45.3%[activator]	24.7%	19.4
COc1cccc(NC(=O)N2CCN3CCCCC3C2)c1 (stereo not given)	-23.7%	-11.9%	.	.	0.8%	.	-25.0%	-7.0%	.
COc1ccccc1CNC(=O)c1cc2ccccc2oc1=O	-33.4%[inhibitor]	-7.1%	-5.8%	i	6.1%	1.6%	9.3%	-17.0%	1.9
CCc1c(C)[nH]c2ccc(C)cc2c1=O	-2.8%[57.5 µM]	4.6%	-11.7%	i	-21.1%	-7.3%	7.0%	-3.6%	0.9
O=C(Cn1cnc2c(nnn2-c2ccccc2)c1=O)N1CCOCC1	i	-0.4%	-10.5%	i	6.7%	-5.5%	-13.9%	-23.4%	-14.1
Cc1nnc(SCC(=O)c2c(N)n(C3CC3)c(=O)[nH]c2=O)n1C	i	-7.5%	-3.5%	i	-19.4%	1.5%	8.2%	17.7%	4.5
Cc1ccc(CNC(=O)CSc2nc3c(sc4ccccc43)c(=O)n2CCCC(=O)NCCO)cc1	?	-12.6%	.	.	0.0%	.	6.4%	-8.5%	.
CC(=O)c1c(C)oc2c1C(=O)c1ccccc1C2=O	-8.7%	-10.5%	-3.7%	i	5.01µM*	4.2%	4.1%	.	-16.9
COc1ccccc1CNC(=O)CSc1nc2nc(C)c(Cc3ccccc3C)c(C)n2n1	-45.2%[inhibitor]	-7.7%	.	.	13.3%	.	?	?	.
CSc1nc2ccc(S(=O)(=O)NC3CCCCC3)cc2s1	-69.2%[inhibitor]	1.4%	-9.4%	i	?	-1.3%	0.0%	.	-1.4
O=C(CN1C(=O)/C(=C\c2ccccc2F)SC1=S)Nc1nc2ccccc2s1	-17.0%	1.2%	13.7%	i	-23.8%	-0.2%	6.6%	36.3%	-0.1
COC(=O)CCSc1nc(N2CCOCC2)c2c(c1C#N)CC(C)(C)OC2	-17.0%	-5.6%	1.6%	i	1.6%	7.0%	-9.2%	7.2%	5.7
COc1ccc(-c2c3c(nc4sc5c(=O)[nH]c(C)nc5c24)CCC3)cc1	i	11.7%	4.8%	i	14.6%	1.2%	82.9%[activator]	-8.7%	10.6
COc1ccc(NC(=O)C2CCC2)cc1S(=O)(=O)N1CCOCC1	i	13.6%	-0.6%	i	5.7%	3.9%	15.6%	-24.3%	-4.8
COc1ccc(CNC(=O)COC(=O)CCC(=O)c2cccs2)cc1	i	-11.2%	-2.3%	i	5.9%	12.4%	9.5%	12.8%	-18.1
COc1ccc(NC(=O)C2Cc3c(-c4cccc(C(C)=O)c4)ccnc3O2)cn1 (stereo not given)	-5.4%	4.1%	17.4%	i	8.7%	2.9%	?	28.2%	0.0
Cc1nc(SC(C)C(=O)c2c(N)n(C)c(=O)n(C)c2=O)c2c(C)c(C)sc2n1 (stereo not given)	-1.3%	-1.1%	-1.8%	i	?	?	92.0%[activator]	43.7%	-0.7
COc1cccc(NC(=O)CCSc2nnc3scc(-c4ccccc4)n23)c1	-21.8%	4.4%	2.7%	i	-20.7%	17.3%	78.8%[activator]	.	12.1
CCOCCCNC(=O)N1CCN(S(=O)(=O)c2ccc3c(ccn3C)c2)CC1	?	-18.2%	-6.2%	.	-13.8%	4.5%	8.9%	2.6%	.
O=C(NCc1ccco1)C1CC(=O)N(c2cccc(Cl)c2)C1 (stereo not given)	-7.7%	8.6%	5.6%	i	5.7%	1.9%	-11.1%	-15.4%	1.2
O=C(NCCN1CCOCC1)C1CCC(=O)N1Cc1ccc(F)cc1 (stereo not given)	-16.7%	12.5%	-1.0%	i	-9.3%	0.8%	3.7%	5.6%	14.6
CC(C)N(CCNC(=O)C1CCCN(c2ncnc3c2nc2n3CCCCC2)C1)Cc1ccccc1 (stereo not given)	-7.7%	-5.0%	9.7%	i	-11.4%	9.5%	?	-7.0%	4.8
C/C(=N\Nc1ncc(Cl)cc1Cl)c1ccc(N2CCOCC2)cc1	-11.3%	35.6%	1.7%	i	20.8%	4.7%	-66.7%[7.66 µM]	4.6%	-2.7
Cn1nc(-c2ccccc2)c(CSc2ccccc2)c1Cl	i	15.7%	11.4%	i	16.8%	13.8%	?	9.8%	-9.4

Full records from above. Values in the order: PTHR1 ag | Abeta yeast res | aSyn rescue | pAkt inh | TDP43 rescue | GLP-1R agonist | GLP-1R inv ag | FUS suppressor | DRD3 antagonist
CCCS(=O)(=O)NC(=O)C1(C)CCN(C(=O)c2snnc2C)C1 (stereo not given) is listed with -13.6% | -16.7% | -1.2% | i | 1.2% | -4.8% | 16.6% | -16.3% | -5.6
O=C(Cn1cnc2c(nnn2-c2ccccc2)c1=O)N1CCOCC1 is listed with i | -0.4% | -10.5% | i | 6.7% | -5.5% | -13.9% | -23.4% | -14.1

Not all compounds are listed; rates above refer to the full screens.
